TDP1 inh: qHTS Assay for Inhibitors of Tyrosyl-DNA Phosphodiesterase (TDP1). AID 485290, 2010. Tyrosyl-DNA phosphodiesterase 1 (Homo sapiens), Q9NUW8. actives 0.28% (n = 350,000). Potency, µM (top dose mostly 130 µM), without a hit: at the top dose activity change, negative = inhibition, usual class: inhibitors. recombinant TDP1, AlphaScreen DNA substrate cleavage; also: nearly all actives have a fitted effect of over 40% in size
Target sequence (Q9NUW8 whole entry, looked up): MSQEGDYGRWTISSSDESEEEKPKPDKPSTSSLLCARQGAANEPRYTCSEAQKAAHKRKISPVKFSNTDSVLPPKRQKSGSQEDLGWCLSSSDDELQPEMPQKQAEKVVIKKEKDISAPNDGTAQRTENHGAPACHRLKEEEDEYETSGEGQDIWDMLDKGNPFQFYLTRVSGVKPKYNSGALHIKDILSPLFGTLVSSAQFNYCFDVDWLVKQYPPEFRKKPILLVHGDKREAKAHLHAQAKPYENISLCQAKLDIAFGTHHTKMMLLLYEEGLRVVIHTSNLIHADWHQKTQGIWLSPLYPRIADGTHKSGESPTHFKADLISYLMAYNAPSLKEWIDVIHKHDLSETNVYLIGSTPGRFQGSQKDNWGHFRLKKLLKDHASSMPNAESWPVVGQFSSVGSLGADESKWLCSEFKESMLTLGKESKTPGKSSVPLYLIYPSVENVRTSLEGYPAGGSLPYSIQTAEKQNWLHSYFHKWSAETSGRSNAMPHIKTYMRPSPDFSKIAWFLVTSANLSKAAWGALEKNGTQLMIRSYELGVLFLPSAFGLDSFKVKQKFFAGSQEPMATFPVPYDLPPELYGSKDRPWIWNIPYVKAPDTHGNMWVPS
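Enzyme-compound mixtures sat 15 min at room temperature, followed by a 5 min reaction with 15 nM final substrate and 10 min with AlphaScreen beads. Recombinant human Tdp1 was used at 1 nM final.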
DT40 TDP1 no CPT: qHTS for Inhibitors of human tyrosyl-DNA phosphodiesterase 1 (TDP1): qHTS in cells in absence of CPT. actives 15% (n = 420,000). Potency, µM (top dose mostly 46.2 µM), for the others: top-dose activity change, negative = growth inhibition, usual class: inhibitors. DT40 Tdp1-/- hTDP1 cells, no CPT, ATP luminescence, 48 h; also: nearly all actives have a fitted effect of over 55% in size
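Camptothecin absent (DMSO only). Human TDP1-complemented DT40 knockout cells, 400 cells/well, 37 °C for minimum 48 hr; ATP measured via CellTiter-Glo, 30 min dark incubation, luminescence.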
KAT2A inh: qHTS Assay for Inhibitors of GCN5L2; Histone acetyltransferase KAT2A (Homo sapiens), Q92830; GCN5L2 HAT assay, ThioGlo1 CoA-SH fluorescence; actives 0.21% (n = 390,000); AID 504327, 2011; Potency, µM (series often up to 58.9 µM), inactives show top-dose activity change, negative = inhibition, actives largely listed as inhibitors
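Preincubate 20nM GCN5L2 with compound 15 min, RT → add 50uM ThioGlo1 + 75uM H3(1-25) + 70uM acetyl-CoA → read fluorescence 0 and 20 min. Primary qHTS; fluorescent artifacts likely.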
Active calls of the source: *; ? = inconclusive; / = no result given; & = joins results of further samples; [ ] = dose if it differs, or a comment. Calls follow the shape of the dose curve; as a rule, active = well fitted curve in the direction sought with a large enough effect; inconclusive = small, poorly fitted or top-dose-only effect, or another doubt; inactive = no such curve, though single readings can be large; an effect the other way counts as inactive or inconclusive. % is scaled to controls: 0 for no effect and ±100 for the full control effect; potency is read from the fitted curve at half-maximal effect. This is a subset; count on the stated rates, not on these rows.

SMILES	TDP1 inh	DT40 TDP1 no CPT	KAT2A inh
CC1(C)CCC(C)(C)c2cc(NC(=O)c3ccc(C(=O)O)cc3)ccc21	/	?	?
CCN(C(=O)[C@@H]1CCCN1C(=O)c1cccs1)c1nc2cc(Cl)ccc2s1	3%	?	-5%
COc1cc(NS(=O)(=O)c2ccc(NC(=O)COc3ccc(C)cc3C)cc2)nc(OC)n1	7%	5%	-4%
COc1ccc(CNC(=O)C(c2ccc(C)o2)N(C(=O)c2snc(C(N)=O)c2N)c2ccccc2OC)cc1 (centres undefined)	0%	-21%	-6%
O=C(Nc1ccccc1F)NC1CCN(Cc2nnnn2Cc2ccc(F)cc2)CC1	0%	-7%	-2%
CCn1c(COc2ccccc2)nnc1SCC(=O)C(C)(C)C	-1%	?	-3%
O=C(NCc1nnc(SCC(=O)N2CCCCC2)o1)c1c(F)cccc1Cl	1%	30%	?
O=[N+]([O-])c1cc(-c2nc(-c3ccccc3)no2)ccc1NC1CCCC1	3%	-14%	-6%
Cc1cccc(NC(=O)NCCc2ccc(Cl)cc2)c1	3%	-29%	-2%
COc1cccc(C(=O)Nc2ccc3c(c2)CCCN3C(=O)c2cccs2)c1OC	6%&9%	13µM*	-6%&20%
O=C(c1ccc(-c2ccccc2)cc1)N1CCN(Cc2ccccn2)CC1	1%	?	-3%
Cc1ccc(CNC(=O)c2cc(-c3ccccc3)nn2Cc2cc(C)no2)cc1	-7%	?	-30%
Cc1sc2ncnc(N3CCN(S(=O)(=O)c4ccc(F)cc4)CC3)c2c1C	/	12µM*	-4%
O=C(NCc1ccccn1)C(=O)NCc1ccccn1	0%	-3%	4%
O=C(NCC(c1ccc2c(c1)OCO2)N1CCN(c2ccc(F)cc2)CC1)c1cccc([N+](=O)[O-])c1 (centres undefined)	5%	6.5µM*	-14%

Brought forward from above: four entries, then new ones.
SMILES	TDP1 inh	DT40 TDP1 no CPT	KAT2A inh
Cc1ccc(CNC(=O)c2cc(-c3ccccc3)nn2Cc2cc(C)no2)cc1	-7%	?	-30%
Cc1sc2ncnc(N3CCN(S(=O)(=O)c4ccc(F)cc4)CC3)c2c1C	/	12µM*	-4%
O=C(NCc1ccccn1)C(=O)NCc1ccccn1	0%	-3%	4%
O=C(NCC(c1ccc2c(c1)OCO2)N1CCN(c2ccc(F)cc2)CC1)c1cccc([N+](=O)[O-])c1 (centres undefined)	5%	6.5µM*	-14%
Cc1ccc(NC(=S)NNC(=O)C2CC2c2ccc(C)cc2)cc1 (centres undefined)	7%	-16%	-1%
Cc1ccc(-c2nnn(CCC(=O)NC(C)(C)C)n2)cc1	0%	-1%	-1%
C=CCN=C1N[C@@H](c2cccc(C(F)(F)F)c2)C(C(=O)OC)=C(C)N1CC	/	?	-3%&0%
Cc1ccc(S(=O)(=O)N2CCN(C(=O)COC(=O)/C=C/c3ccc([N+](=O)[O-])cc3)CC2)c(C)c1	0%	1%	-1%
COC(=O)NCc1ccc2c(c1)OCO2	0%	-6%	-12%
CCc1noc(C)c1C(=O)NNC(=O)c1ccc(N(CC)CC)cc1	0%	-7%	-9%
Cc1c(C(=O)N2CCN(Cc3ccc4c(c3)OCO4)CC2)cccc1[N+](=O)[O-]	8%	-9%	-4%
CCc1ccc(CN(C)C(=O)CCc2nnc(CCc3cccc(OC)c3)o2)nc1	2%	?	-9%
O=[N+]([O-])c1ccc(O)c(/C=N\N=C2c3ccccc3-c3ccccc32)c1	5%	12µM*	-5%
Cc1ccc([N+](=O)[O-])cc1S(=O)(=O)N1CCCC1	-3%	-20%	1%
O=C(NCC(=O)N(c1ccc2c(c1)OCO2)C(C(=O)NC1CCCC1)c1cccs1)c1ccco1 (centres undefined)	-2%	-3%	-4%
CCOc1ccc(N(CC(=O)N2CC=C(c3ccccc3)CC2)S(=O)(=O)c2c(C)noc2C)cc1	3%	?	-12%
CN(C)c1nc(SCC#N)nc(N(C)C)n1	0%	2%	-1%
CN1CCN(C(=O)COCc2cc(-c3ccc4c(c3)OCO4)on2)CC1	2%	0%	1%
Cc1cc2cc(CNC(=O)Cc3ccc([N+](=O)[O-])cc3)ccc2[nH]1	5%	?	0%
COc1cccc(Cn2c(=O)c(C)nc3cnc(Oc4ccccc4)nc32)c1	/	?	-1%
N#CC(=C=[N-])c1nc2ccccc2nc1-[n+]1cccc(NC(=O)c2ccc(F)cc2)c1	1%	/	1%
Cc1ccc2[nH]c(=O)c(C(c3nnnn3C(C)(C)C)N3CCN(C(=O)c4ccco4)CC3)cc2c1 (centres undefined)	8%	-3%	-10%
CN(C)c1ccc(N/C=C/C(=O)c2ccc(F)cc2)cc1	7%	?	-20%
CC(O)CNC(=O)Cc1cc(=O)[nH]c(=O)[nH]1 (centres undefined)	-1%	4%	-1%
COc1ccc(CN(C2CCCC2)S(=O)(=O)c2ccc(-n3cnnn3)c(OC)c2)cc1OC	3%	?	-19%
Cc1nc2ccc(NS(=O)(=O)c3ccc(F)c(F)c3F)cc2s1	0%	?	-1%
CCc1nc(-c2ccccc2)cc(=O)[nH]1	6%	-6%	-1%
O=C(NCc1ccccc1)C1=C[C@@H](C2CC2)C[C@@H](OCCCCO)O1	3%	4%	-1%
CN(C)S(=O)(=O)c1ccc(Cl)c(NC(=O)COC(=O)CCSc2ccccc2)c1	3%	-17%	-5%
O=C(CSc1ccc(-c2ccc(Br)cc2)nn1)NC1CCCC1	0%	?	?
COC(=O)c1ccc(COC(=O)c2ccc(C)c(S(=O)(=O)N3CCCCC3)c2)cc1	2%	?	-6%
CN1CCN(S(=O)(=O)c2ccc(C3CCCCC3)cc2)CC1	-2%	8%	-1%
COc1ccc(COc2cc(-c3cccc(OC)c3)nc3ccc(NC(=O)C(C)C)cc23)cc1	1%	4.6µM*	-4%
Cc1ccc(C(C[N+](=O)[O-])c2c(-c3ccccc3O)[nH][nH]c2=O)cc1 (centres undefined)	2%	2.9µM*	-6%
COc1ccc(NC(=O)CCn2cccc2)cc1	1%	?	-2%
CCOC(=O)COc1ccc(C2NC(C(=O)O)CS2)cc1 (centres undefined)	0%	-6%	-3%
CCOC(=O)C(C)Oc1cccc2c(=O)n(CC(=O)NCc3ccc4c(c3)OCO4)ccc12 (centres undefined)	2%	2.3µM*	-15%
Cc1ccc(NC(=O)c2ncn(CC(=O)NCc3ccccc3)n2)cc1C	0%[56.1 µM]	-19%	0%
Cc1cccc(N2CCN(C(=O)c3cn(C)c(=O)c4c3c3ccccc3n4C)CC2)c1C	2%	22µM*	-8%
O=C(Nc1nnc(CCOCCOCCc2nnc(NC(=O)c3ccco3)s2)s1)c1ccco1	6%	-5%	-10%
Cc1cc(=O)n2nc(N3CCCC3C(=O)Nc3cccc(F)c3)sc2n1 (centres undefined)	/	-25%	-12%
CC(=O)CCC1CC(c2ccc(Cl)cc2)=NO1 (centres undefined)	-3%	-13%	0%
COc1cccc(NC(=O)CSc2ncc3c(n2)-c2ccc(Cl)cc2N(C)S3(=O)=O)c1	8%	-30%	6%
CCCS(=O)(=O)N1CCCC(C(=O)NCCCN2CCN(c3ccccc3F)CC2)C1 (centres undefined)	4%	?	-6%
O=C(O)c1ccc(-c2nc(-c3ccc(Cl)cc3)cs2)cc1	0%	-11%	0%
CCOC(=O)N1CCN(CCC(=O)Nc2cc([N+](=O)[O-])ccc2OC)CC1	-3%	-9%	-3%
C/C=C(\C)CN1CCN(c2cccc(C)c2C)CC1	-6%	-23%	?
COC(=O)C(NS(=O)(=O)c1ccc(F)cc1)c1ccccc1 (centres undefined)	-8%	-18%	0%
Cc1ccc(CC2CC(=O)N(Cc3ccco3)C2=O)cc1 (centres undefined)	2%	?	-18%
CCOC(=O)C1=C(N)N2C(=O)C(C)SC2=C(C(=O)OC)C1c1cccc(OC)c1 (centres undefined)	7%	2%	-4%
CNC[C@@H]1Oc2ccc(NC(=O)Nc3c(C)noc3C)cc2CC(=O)N([C@H](C)CO)C[C@H]1C	0%	6%	-5%
Cc1cc(N)c(NC2=CC(=O)CC(C)(C)C2)cc1C	7%	-21%	3%
CCN(CC(=O)Nc1ccccc1C(F)(F)F)C(=O)Cc1cccs1	1%	-15%	-3%
CCCOC(=O)c1ccc(OCC(O)Cn2c(C)nc3ccccc32)cc1 (centres undefined)	7%	2.6µM*	5%
FC(F)(F)c1ccccc1-c1ccc2ncnc(NCc3cccnc3)c2c1	/	7.3µM*	-8%
O=C(c1ccccc1)c1ccc2nc(-c3ccc(NC(=O)c4ccccc4F)cc3)[nH]c2c1	3%	3.3µM*	-5%
O=C(NNC(=S)NC1CCCCC1)c1cccs1	5%	5%	-1%
COc1ccc(NC(=O)CN(c2ccccc2OC)S(C)(=O)=O)c(OC)c1	/	-13%	-14%
CCOC(=O)c1c[nH][nH]c1=O	5%	8%	-2%
COc1ccccc1C(=O)C1CCCN(C(=O)CCC(=O)c2ccccc2)C1 (centres undefined)	3%	29µM*	-6%
CCc1c(C)n([O-])c2c([n+]1=O)CCCCC2	1%	4%	4%
CSCC(=O)NC1CCCc2c1cnn2-c1ccc(C)c(C)c1 (centres undefined)	3%	?	-3%
N#Cc1ccc(CN2CCN(C(=O)c3cn(Cc4ccccc4)nc3-c3cccnc3)CC2)cc1	0%	?	1%
CCc1ccc(S(=O)(=O)NCCc2cn3ccc(C)cc3n2)s1	3%	-27%	-2%
New compounds follow:
SMILES	TDP1 inh	DT40 TDP1 no CPT	KAT2A inh
Cc1sc2ncnc(SCC(=O)NCC(C)C)c2c1C	1%	-17%	-1%
O=C(CSCc1ccc(Cl)cc1)Nc1cc([N+](=O)[O-])ccc1O	0%	18µM*	-7%
CC(=O)c1ccc(NC(=O)Nc2ccc3snnc3c2)cc1	-3%	21µM*	-26%
COc1cccc(CC(=O)Nc2cc(S(=O)(=O)N3CCOCC3)ccc2N2CCN(C)CC2)c1	0%	-1%	-4%
COc1ccc(NCc2nnc(SCC(=O)NCc3ccco3)n2-c2ccccc2OC)cc1	-1%[56.1 µM]	-18%	-3%
Cc1cccc(N2CCN(C(=O)CCCOc3ccccc3)CC2)c1C	-1%	?	-5%
Cc1sc2ncnc(SCC(=O)NC(=O)NCc3ccco3)c2c1C	45µM*	-10%	-6%
Cc1ccc2oc(-c3ccc(C)c(NC(=O)c4ccc5c(c4)OCCO5)c3)nc2c1	3%	/	2%
CN(C(=O)c1nc(-c2ccccc2)n(-c2ccccc2)n1)C1CCS(=O)(=O)C1 (centres undefined)	9%	-19%	-1%
COc1ccc(OC)c(/C=N/NC(=O)c2ccncc2)c1	/	-2%	-7%
Cc1ccc(NC(=O)CN2C(=O)c3ccccc3Sc3ccc(C(=O)N4CCCC4)cc32)cc1	1%	-19%	-6%
CCCCn1c(=O)c2oc3ccccc3c2n(CC(=O)Nc2cccc(Cl)c2)c1=O	3%	-19%	2%
CC[C@@]12C(=O)N(c3ccccc3)C(=O)N1[C@H](c1cccc(C)c1)[C@@H]1C(=O)N(Cc3ccccc3)C(=O)[C@@H]12	/	-9%	-1%
CC(=O)Nc1c2c(nn1-c1ccc(F)cc1)CSC2	6%	15%	1%
COc1ccccc1NC(=O)[C@H](COCc1ccccc1)NC(=O)OC(C)(C)C	-1%	18µM*	-8%
C[C@@H]1CN([C@@H](C)CO)C(=O)c2cccc(NC(=O)Nc3ccc4c(c3)OCO4)c2O[C@H]1CN(C)S(=O)(=O)c1cn(C)cn1	2%	?	-5%
CC(=O)N1c2ccc(Cl)cc2C2C=CCC2C1c1cccc2ccccc12 (centres undefined)	0%	?	-11%
CCCN(CCC)C(=O)CSc1nnc2cc(C)c3cc(C)cc(C)c3n12	-1%	?	-6%
CCOC(=O)C(CCCOc1ccccc1C)C(=O)OCC	?	-10%	-12%
COCCNc1nc2c(c(=O)n(Cc3ccccc3F)c(=O)n2C)n1C	/	-11%	1%

Filtered by structure, the compounds so far with a furan ring, fused or not
SMILES	TDP1 inh	DT40 TDP1 no CPT	KAT2A inh
COc1ccc(CNC(=O)C(c2ccc(C)o2)N(C(=O)c2snc(C(N)=O)c2N)c2ccccc2OC)cc1 (centres undefined)	0%	-21%	-6%
O=C(NCC(=O)N(c1ccc2c(c1)OCO2)C(C(=O)NC1CCCC1)c1cccs1)c1ccco1 (centres undefined)	-2%	-3%	-4%
Cc1ccc2[nH]c(=O)c(C(c3nnnn3C(C)(C)C)N3CCN(C(=O)c4ccco4)CC3)cc2c1 (centres undefined)	8%	-3%	-10%
O=C(Nc1nnc(CCOCCOCCc2nnc(NC(=O)c3ccco3)s2)s1)c1ccco1	6%	-5%	-10%
Cc1ccc(CC2CC(=O)N(Cc3ccco3)C2=O)cc1 (centres undefined)	2%	?	-18%
COc1ccc(NCc2nnc(SCC(=O)NCc3ccco3)n2-c2ccccc2OC)cc1	-1%[56.1 µM]	-18%	-3%
Cc1sc2ncnc(SCC(=O)NC(=O)NCc3ccco3)c2c1C	45µM*	-10%	-6%
CCCCn1c(=O)c2oc3ccccc3c2n(CC(=O)Nc2cccc(Cl)c2)c1=O	3%	-19%	2%

Screens (PubChem)
